Giardia FBPA inh = inhibitors of Giardia lamblia fructose-1,6-bisphosphate aldolase | A8B2U2 | purified Giardia FBPA | Potency, µM (series often up to 59.6 µM), for inactives: top-dose activity, negative = inhibition, most hits filed as inhibitors | actives 0.71% (n = 290,000); note: potency is the fitted concentration of half-maximal effect; nearly all actives have a fitted effect of over 55% in size
Target sequence (A8B2U2 whole entry, looked up): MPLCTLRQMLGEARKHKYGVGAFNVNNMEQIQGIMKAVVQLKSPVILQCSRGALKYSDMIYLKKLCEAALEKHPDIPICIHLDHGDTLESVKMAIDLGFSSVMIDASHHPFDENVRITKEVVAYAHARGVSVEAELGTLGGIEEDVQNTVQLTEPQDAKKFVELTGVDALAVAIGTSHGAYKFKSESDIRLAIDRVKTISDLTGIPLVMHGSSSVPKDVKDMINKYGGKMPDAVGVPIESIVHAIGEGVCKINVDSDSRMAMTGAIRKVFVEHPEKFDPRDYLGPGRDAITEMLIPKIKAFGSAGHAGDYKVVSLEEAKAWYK
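40 nM FBPA preincubated 10 min at RT with compound (up to 57.5 uM final), then substrate plus GAPDH/TPI/NAD/arsenate coupling and diaphorase/resazurin added. Fluorescence read after 20 min at RT, 525/598 nm.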
HCMV inh = human cytomegalovirus inhibition; HFF cells, HCMV-luciferase reporter, 72 h; hits give low values; activity change, negative = inhibition, % at 57.5 µM; actives 4.5% (n = 410,000); in the data active = activity change below about -60%; inconclusive = no clear call, values can overlap the other calls; inactive = above about -39%
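Steps: HFFs plated, 16 h 37C; compounds added; HCMV-luciferase added to MOI 1 PFU/cell; 72 h 37C; OneGlo reagent, 5 min room temperature; luminescence read, normalized to controls.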
HCV inh = HCV inhibition. Huh7.5.1 HCVcc-Cre infection, luciferase reporter, 44 h. Potency, µM (top dose mostly 41.8 µM), inactives show at the highest dose activity change, negative = inhibition, usual class: inhibitors. actives 3.4% (n = 340,000). AID 651820; note: potency is the fitted concentration of half-maximal effect
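HCVcc-Cre virus at an moi near 0.5 was added right after compound to cells cultured 4 h from seeding (1,000 cells/well). Luciferase activity was determined 44 h later, 15 min after substrate addition at RT.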
Sm TGR inh = blocks Schistosoma mansoni thioredoxin glutathione reductase. Q962Y6. purified TGR, DTNB reduction, TNB absorbance 405 nm. Potency, µM (top dose mostly 114 µM), without a hit: at the top dose activity change, negative = inhibition, usual class: inhibitors. actives 3% (n = 360,000); note: potency is the fitted concentration of half-maximal effect; nearly all actives have a fitted effect of over 60% in size
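TGR 20 nM + NADPH 100 uM (dispensed conc.), cpd preinc 15 min RT; start with NADPH (500 uM addition) then DTNB (15 mM addition). Kinetic TNB absorbance, 405 nm filter. Four-parameter Hill fit across titration.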
AmpC detergent = blocks E. coli AmpC beta-lactamase in detergent assay | actives 0.041% (n = 370,000) | Potency, µM (highest dose often 114 µM), for the others: at the top dose activity change, negative = inhibition, usual class: inhibitors | AID 485294 | AmpC hydrolysis of nitrocefin, absorbance 480 nm, 0.01% Triton;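 note: potency is the fitted concentration of half-maximal effect; 0% = no-compound wells and -100% = no-enzyme wells; nearly all actives have a fitted effect of over 25% in size; some results filed as inactive show a strong effect at the top dose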
Target sequence (P00811 whole entry, looked up): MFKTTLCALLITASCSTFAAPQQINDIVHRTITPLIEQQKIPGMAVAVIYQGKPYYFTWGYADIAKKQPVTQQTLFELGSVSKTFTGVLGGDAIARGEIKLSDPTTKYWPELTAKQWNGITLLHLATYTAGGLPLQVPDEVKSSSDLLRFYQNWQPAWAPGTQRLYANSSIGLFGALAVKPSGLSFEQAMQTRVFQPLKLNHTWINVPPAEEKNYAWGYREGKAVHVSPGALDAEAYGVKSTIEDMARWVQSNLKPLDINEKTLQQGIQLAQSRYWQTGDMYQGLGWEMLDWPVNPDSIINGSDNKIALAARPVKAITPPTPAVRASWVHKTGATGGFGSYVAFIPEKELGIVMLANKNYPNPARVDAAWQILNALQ
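20 mM phosphate pH 7.0 + 0.01% (detergent screen) or 0.0001% Triton X-100; 5.3 nM AmpC reagent; cpd preinc 15 min RT; nitrocefin (800 uM stock) to start; A480 q20 s × 4 min; Activity was normalised to no-enzyme and no-compound control wells.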
AMA1-RON2 inh = AMA1-RON2 (P. falciparum) interaction inhibition; AlphaScreen AMA1-biotinylated RON2 peptide binding; Potency, µM (top dose mostly 58.2 µM), for inactives: at the highest dose activity change, negative = inhibition, actives largely listed as inhibitors; actives 0.2% (n = 360,000); AID 720542;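 note: potency is the fitted concentration of half-maximal effect; 0% = vehicle wells and -100% = peptide control; nearly all actives have a fitted effect of over 45% in size; some results filed as inactive show a strong effect at the top dose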
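AMA1 (3D7) with his tag at 25 nM final met compounds first, then biotinylated RON2 peptide at 25 nM; detection used donor plus acceptor beads, 10 µg/mL apiece, read by AlphaScreen after 30 min at room temperature.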
An asterisk follows results filed as active; & = joins results of further samples; [ ] = another dose, or the depositor's remark. Unless noted, calls come from the whole dose curve; as a rule, active = well fitted curve in the direction sought with a large enough effect; inconclusive = small, poorly fitted or top-dose-only effect, or another doubt; inactive = no such curve, though single readings can be large; an effect the other way counts as inactive or inconclusive. Unless noted, % is set by controls: 0 for no effect and ±100 for the full control effect.

`COc1ccc(Cl)cc1NC(=O)CN(C)CC(=O)NCc1cccs1` gave HCMV inh -16, HCV inh 2%, Sm TGR inh 2%, AmpC detergent 8% and AMA1-RON2 inh 59%[activator].
COc1ccc(CCN=C(NS(=O)(=O)c2ccc(Cl)cc2)c2ccccc2)cc1 was read as Giardia FBPA inh -4%, HCMV inh 11, HCV inh inconclusive, Sm TGR inh -14%, AmpC detergent -2% and AMA1-RON2 inh 9%.
For CCC(C)c1ccc(S(=O)(=O)N2CCN(CC(O)COCC3CCCO3)CC2)cc1 (configuration not stated) the results were HCMV inh -27, HCV inh -1%, Sm TGR inh -6%, AmpC detergent -12% and AMA1-RON2 inh 18%.
CC(=O)NS(=O)(=O)c1ccc(NC(=O)c2ccc(-n3nc(C)cc3C)cc2)cc1 was read as Giardia FBPA inh -2%, HCMV inh -32, HCV inh -11%, Sm TGR inh 20%, AmpC detergent 4% and AMA1-RON2 inh -2%.
CCCCn1c(N)c(N(CC(C)C)C(=O)c2cc(-c3ccc(OC)cc3)nc3ccccc23)c(=O)[nH]c1=O was read as HCMV inh -21, HCV inh 1% and AMA1-RON2 inh -8%.
`CN(C)CCN(C(=O)/C=C/c1cccs1)c1nc2ccc(Br)cc2s1` gave Giardia FBPA inh -13%, HCMV inh -27, HCV inh inconclusive, Sm TGR inh -7%, AmpC detergent -3% and AMA1-RON2 inh -15%.
Screening Cc1cc(Br)ccc1NC(=O)CNC(=O)CSc1ncccn1 returned HCMV inh -27, HCV inh 31%[activator], Sm TGR inh -13%, AmpC detergent -9% and AMA1-RON2 inh -22%.
Cc1cc(C)nc(N2CCCC(C(=O)Nc3nc4ccc(S(C)(=O)=O)cc4s3)C2)n1 (configuration not stated) was read as Giardia FBPA inh -1%, HCMV inh 8, HCV inh inconclusive, Sm TGR inh 12%, AmpC detergent 1% and AMA1-RON2 inh -7%.
For CC(=O)c1ccc(S(=O)(=O)NCCC(=O)OCC(=O)N2CCCC2=O)cc1 the results were HCMV inh -13, HCV inh 1%, Sm TGR inh -8%, AmpC detergent -11% and AMA1-RON2 inh -1%.
`CN(CC(O)COc1ccc2ccccc2c1)C1CCCCC1` (configuration not stated) gave Giardia FBPA inh inconclusive, HCMV inh -30, HCV inh inconclusive, Sm TGR inh -24%, AmpC detergent -8% and AMA1-RON2 inh -14%.
Screening COc1ccccc1OCc1nc(-c2cccc(C)c2)no1 returned HCMV inh 74, Sm TGR inh 5% and AmpC detergent 29%.
`Cc1nc(NC(=O)/C=C/c2ccccc2)sc1C(=O)Nc1cccc(Cl)c1` gave Giardia FBPA inh 10%, HCMV inh -12, HCV inh -19%, Sm TGR inh 0%, AmpC detergent -13% and AMA1-RON2 inh 10%.
CC(=O)NC(c1ccc([N+](=O)[O-])cc1)c1c(O)ccc2ccccc12 (configuration not stated) was read as Giardia FBPA inh -8%, HCMV inh 28, HCV inh 14%, AmpC detergent inconclusive and AMA1-RON2 inh -23%.
`O=C(COc1ccccc1F)N1CCc2ccccc2C1` gave Giardia FBPA inh -6%, HCMV inh -22, HCV inh -10%, Sm TGR inh -16%, AmpC detergent -1% and AMA1-RON2 inh 4%.
`N=c1c2ccccc2nnn1-c1cccc(C(F)(F)F)c1` gave Giardia FBPA inh 0%, HCMV inh -61*, HCV inh 18%, Sm TGR inh -1%, AmpC detergent 3% and AMA1-RON2 inh -4%.
Screening CC(C)Oc1ccc(C(=O)N2CCN(c3nc4c(F)cc(F)cc4s3)CC2)cc1 returned HCMV inh 6, Sm TGR inh 5% and AmpC detergent 0%.
`COC(=O)C1=C(C)N(c2cc(C)cc(C)c2)/C(=C/c2ccco2)C1=O` gave Giardia FBPA inh -17%, HCMV inh -35, HCV inh 3%, Sm TGR inh inconclusive, AmpC detergent 1% and AMA1-RON2 inh 0%.
Cn1c(N)c(C(=O)COC(=O)c2ccc(Cl)nc2)c(=O)n(C)c1=O was read as Giardia FBPA inh 0%, HCMV inh -15, HCV inh 9%, Sm TGR inh -2%, AmpC detergent -1% and AMA1-RON2 inh -3%.
`Nn1c(SCC(=O)NCC2CCCO2)nnc1-c1cc(Cl)ccc1Cl` (configuration not stated) gave HCMV inh 108, HCV inh 5%, Sm TGR inh -16%, AmpC detergent inconclusive and AMA1-RON2 inh 6%.
For COC(=O)c1ccc(C(=O)NC2CCCc3c2cnn3-c2ccc(C)c(C)c2)cc1 (configuration not stated) the results were Giardia FBPA inh 7%, HCMV inh inconclusive, HCV inh 13µM*, Sm TGR inh 2%, AmpC detergent inconclusive and AMA1-RON2 inh 3%.
For O=[N+]([O-])c1cccc(COc2cccc(CO)c2)c1 the results were HCMV inh 19, HCV inh -17%[8.37 µM] and AMA1-RON2 inh 8%.
`COc1ccc(NC(=O)CSCC(=O)Nc2cccc(S(=O)(=O)N3CCCCCC3)c2)cc1` gave HCMV inh -19, HCV inh inconclusive, Sm TGR inh 3%, AmpC detergent 0% and AMA1-RON2 inh -18%.
COc1ccc(NC(=O)c2ccc3[nH]c(C)c(C)c3c2)c(OC)c1 was read as Giardia FBPA inh -12%, HCMV inh -27, HCV inh inconclusive, Sm TGR inh 0%, AmpC detergent -6% and AMA1-RON2 inh -13%.
`Cn1c(SCC(=O)c2ccccc2)nnc1C1CC1` gave Giardia FBPA inh -18%, HCMV inh 1, HCV inh -5%, Sm TGR inh 0%, AmpC detergent -19% and AMA1-RON2 inh 5%.
`COc1ccc(NC(=O)CSc2nnc(-c3ccccc3C)n2C)cc1` gave Giardia FBPA inh -5%, HCMV inh -67*, HCV inh -6%, Sm TGR inh 3%, AmpC detergent -1% and AMA1-RON2 inh -28%.
O=C(c1ccc(F)cc1)N1CCN(c2ncccn2)CC1 was read as Giardia FBPA inh 5%, HCMV inh 80, HCV inh 3%, Sm TGR inh 14%, AmpC detergent -1% and AMA1-RON2 inh -3%.
Screening CCN(CC(=O)NCc1cccs1)S(=O)(=O)c1cccc(C(C)=O)c1 returned Giardia FBPA inh 4%, HCMV inh -22, HCV inh -24%, Sm TGR inh -26%[11.4 µM], AmpC detergent -15% and AMA1-RON2 inh 14%.
Screening O=[N+]([O-])c1cc(-c2csc(NCCc3nc4cc(C(F)(F)F)ccc4n3CCCO)n2)ccc1Cl returned HCMV inh 16, HCV inh inconclusive and AMA1-RON2 inh 1%.
COc1cccc(NC(=O)C(=O)NCC(c2ccco2)N2CCc3ccccc3C2)c1 (configuration not stated) was read as HCMV inh -15, HCV inh inconclusive, Sm TGR inh -6%, AmpC detergent -10% and AMA1-RON2 inh 3%.
Screening Cc1ccc(NC(=O)c2ccc3nsnc3c2)c(Cl)c1 returned Giardia FBPA inh 1%, HCMV inh inconclusive, HCV inh -5%, Sm TGR inh -6%, AmpC detergent 1% and AMA1-RON2 inh -1%.
`Cc1ccc(C)c(N2CCN(C(=O)Cn3ncc4c([nH]c5ccc(C)cc54)c3=O)CC2)c1` gave HCMV inh 7, HCV inh 1%, Sm TGR inh -17%, AmpC detergent 1% and AMA1-RON2 inh -8%.
For CCCC1(C(=O)OC)NC(c2cccc(F)c2)C2C(=O)N(CC)C(=O)C21 (configuration not stated) the results were Giardia FBPA inh -1%, HCMV inh 61, HCV inh 7%, Sm TGR inh 5%, AmpC detergent inconclusive and AMA1-RON2 inh -7%.
Cc1nn(-c2ccccc2)c2c1N(CCCC(=O)NC(C)c1ccccc1)C(=O)CS2 (configuration not stated) was read as HCMV inh -11, Sm TGR inh -5% and AmpC detergent 16%.
`C/C(=N/NC(=O)c1ccncc1)c1ccc(NC(=O)c2ccccc2)cc1` gave Giardia FBPA inh -2%, HCMV inh -31, HCV inh -24%, Sm TGR inh 11%, AmpC detergent -2% and AMA1-RON2 inh 29%.
CSC1=NCCN1C(=O)c1ccc(Br)o1 was read as Giardia FBPA inh 1%, HCMV inh 96, HCV inh -5%, Sm TGR inh -13%, AmpC detergent -11% and AMA1-RON2 inh 5%.
O=C1CCC[C@@H]2C[C@@]3(C[C@@H]4CCN1[C@H]24)Nc1cc(Cl)ccc1NC3=NCc1ccccc1 was read as HCMV inh 12, HCV inh 15% and AMA1-RON2 inh -22%.
`Cc1ccccc1NC(=O)CCc1c(C)nn(-c2ccc(N3CCCCC3)nn2)c1C` gave Giardia FBPA inh 9%, HCMV inh -30&-27, HCV inh inconclusive, Sm TGR inh 8%&0%, AmpC detergent -9%&14% and AMA1-RON2 inh 8%.
Nc1c(C(=O)Nc2ccc(C(=O)O)cc2)sc2nc3c(cc12)CCCC3 was read as HCMV inh 27, Sm TGR inh 8% and AmpC detergent 11%.
CC(=O)n1cc([C@H]2C=C(C(=O)NCc3ccccc3)O[C@@H](OCCCCO)C2)c2ccccc21 was read as Giardia FBPA inh inconclusive, HCMV inh -7, HCV inh -20%, Sm TGR inh inconclusive, AmpC detergent 3% and AMA1-RON2 inh 6%.
`O=C(CN1C(=O)C2CC=CCC2C1=O)Nc1cc(C(F)(F)F)ccc1N1CCCC1` (configuration not stated) gave HCMV inh -21, HCV inh 0%, Sm TGR inh -1%, AmpC detergent -22% and AMA1-RON2 inh 7%.
Screening O=C(Nc1ccc(F)c(Cl)c1)c1cccnc1 returned Giardia FBPA inh 4%, HCMV inh -16, HCV inh 10%, Sm TGR inh -19%, AmpC detergent -12% and AMA1-RON2 inh -1%.
Cc1cc(NC(=O)CSc2nnc(C)n2-c2ccccc2)no1 was read as Giardia FBPA inh 0%, HCMV inh 14, HCV inh 20%, Sm TGR inh 13%, AmpC detergent -15% and AMA1-RON2 inh 5%.
`Cc1ccc(C(=O)/C=C/c2ccc(-c3ccc(C)cc3)o2)cc1` gave Giardia FBPA inh -8%, HCMV inh -17, HCV inh 25%, Sm TGR inh inconclusive, AmpC detergent -11% and AMA1-RON2 inh -6%.
For CC(=O)c1cccc(NC(=O)Nc2nnc(N3CCCC3)s2)c1 the results were HCMV inh 3, Sm TGR inh -12% and AmpC detergent 0%.
COC(=O)c1ccc(C)c(NC(=O)c2ccc(CN3CCc4ccccc4C3)cc2)c1 was read as Giardia FBPA inh -7%, HCMV inh -32, HCV inh -16%, Sm TGR inh 0%, AmpC detergent 2% and AMA1-RON2 inh 2%.

Reprinted at random: five compounds from above.
`Cc1ccccc1NC(=O)CCc1c(C)nn(-c2ccc(N3CCCCC3)nn2)c1C` gave Giardia FBPA inh 9%, HCMV inh -30&-27, HCV inh inconclusive, Sm TGR inh 8%&0%, AmpC detergent -9%&14% and AMA1-RON2 inh 8%.
For CC(=O)c1cccc(NC(=O)Nc2nnc(N3CCCC3)s2)c1 the results were HCMV inh 3, Sm TGR inh -12% and AmpC detergent 0%.
CC(=O)n1cc([C@H]2C=C(C(=O)NCc3ccccc3)O[C@@H](OCCCCO)C2)c2ccccc21 was read as Giardia FBPA inh inconclusive, HCMV inh -7, HCV inh -20%, Sm TGR inh inconclusive, AmpC detergent 3% and AMA1-RON2 inh 6%.
Screening O=C(Nc1ccc(F)c(Cl)c1)c1cccnc1 returned Giardia FBPA inh 4%, HCMV inh -16, HCV inh 10%, Sm TGR inh -19%, AmpC detergent -12% and AMA1-RON2 inh -1%.
Cc1cc(NC(=O)CSc2nnc(C)n2-c2ccccc2)no1 was read as Giardia FBPA inh 0%, HCMV inh 14, HCV inh 20%, Sm TGR inh 13%, AmpC detergent -15% and AMA1-RON2 inh 5%.

From PubChem BioAssay
